Assay outcomes from PubChem BioAssay.
Dicer processing: human Dicer pre-microRNA cleavage inhibition; Q9UPY3; cat-ELCCA pre-miR-21 Dicer processing, chemiluminescence; stronger effect = higher value; z-score at 25 µM; 47,000 tested, 6% active; in the data active = z-score above about 3, passing the limit was not always enough;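 note: plate controls were vehicle for no effect and no enzyme for full effect; higher signal means more uncleaved substrate so more Dicer inhibition; strong numbers were not always called active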
* hit, by the source's call. Not all compounds are listed; the hit share may differ from the screen's.

SMILES | Dicer processing
CCOC(=O)c1cc(C)n(-c2ccc(-c3csnn3)cc2)c1C | 2.6
COc1cc2c(cc1OC)C(C)N(S(=O)(=O)c1ccc(-c3ccccn3)s1)CC2 (stereo not drawn) | -5.2
Cn1nc(-c2ccc(-c3ccn(S(=O)(=O)c4ccc(Cl)cc4)n3)s2)cc1C(F)(F)F | -1
CCOC(=O)C1=C(C)NC2=C(C(=O)CC(C)(C)C2)C1c1ccc(SC)cc1 (stereo not drawn) | 1.14
CC(=O)c1ccc(N2CC(C)OC(C)C2)c(N)c1 (stereo not drawn) | -0.65
COc1ccc(CN2CCN(Cc3ccc(Br)cc3)CC2)c(OC)c1 | 0.24
Cc1ccc2nc(C(=O)O)c(C(=O)O)nc2c1 | 0.91
c1ccc(-c2cc(-c3cn4cccnc4n3)on2)cc1 | -0.52
CCCCCOc1ccc(C2NC(=O)NC2=O)cc1 (stereo not drawn) | 0.44
O=C1Nc2ccccc2/C1=C/c1c[nH]c2ccc([N+](=O)[O-])cc12 | 10.9
COC(=O)c1cnc(Sc2ccccc2NC(=O)c2ccc(Cl)cc2)c([N+](=O)[O-])c1 | -1.62
Cc1ccc(C2NC(C(=O)O)Cc3c2[nH]c2ccccc32)cc1 (stereo not drawn) | 1.16
OCCNc1ncnc2c1oc1ccccc12 | 0.64
O=c1oc(-c2cccc(C(F)(F)F)c2)nn1-c1ncccc1C(F)(F)F | -0.86
N#Cc1ccccc1-n1ccc2ccccc21 | -1.01
COc1ccccc1C1CCN(Cc2ccccc2Cl)CC1 | -0.23
O=C(CC1SC(=O)NC1=O)Nc1ccc(Cl)cc1 (stereo not drawn) | 0.97
N#Cc1c(-c2ccc(F)cc2)c2c([nH]c1=O)-c1ccccc1OC2 | 1.5
NC(=S)N/N=C/c1c(Sc2ccc(Cl)cc2)nc2sccn12 | 0.34
Cc1cc2oc3c(c(=O)c2cc1C)C(c1ccc(O)cc1)N(CCCN(C)C)C3=O (stereo not drawn) | -0.03
CCN(CC)C(=O)c1cc2sccc2s1 | 3.09*
Cn1c(CN2CCCCC2)nc2cc(NS(=O)(=O)c3ccc(Cl)cc3)ccc21 | 7.12
N#C/C(=N\Nc1ccc(F)cc1)S(=O)(=O)c1ccccc1 | -0.23
Clc1ccc(CSC2=NCCCN2)cc1 | -0.88
COc1ccc(Cn2cnc([N+](=O)[O-])c2)cc1Br | -0.24
C=CCn1c(=S)[nH]c2c(OC)c(OC)c(OC)cc2c1=O | -0.05
S=C(NCc1cccnc1)SCc1cc(Cl)sc1Cl | -1.55
Cc1cc(C)cc(NS(C)(=O)=O)c1 | 1.13
CC(C)c1ccc(NC(=S)NN(C)C)cc1 | 2.93
Cc1ccc(C2CC(C(F)(F)F)n3ncc(C(=O)NCc4c(C)nn(C)c4C)c3N2)cc1 (stereo not drawn) | 0.35
Cc1cc(NC(=O)c2ccc(F)cc2)c([N+](=O)[O-])cc1C | -0.61
Cc1ccc(SCC2=NNC(=O)C2)cc1 | -3.23
O=S(Cc1ccccc1)c1ccccc1 (stereo not drawn) | 1.33
CCCC[C@@]1(C2CCCC2)Cc2cc(OCC(=O)O)c(Cl)c(Cl)c2C1=O | 3.95*
COCCNC(=O)CSc1nc(N)c2c3c(sc2n1)CCCC3 | -0.14
COc1ccc(C2C(C(=O)c3ccco3)=C(O)C(=O)N2Cc2cccnc2)cc1 (stereo not drawn) | -5.84
COc1ccc(-c2c(C(F)(F)F)[nH]n3c(=O)cc(-c4ccccc4)nc23)cc1 | 1.09
CCN1CCN(Cc2c(O)ccc3c(=O)c(-c4ccc(Cl)cc4)c(C(F)(F)F)oc23)CC1 | 0.28
CSc1ccc(C2NC(=O)CCC2[N+](=O)[O-])cc1 (stereo not drawn) | -0.45
COc1ccc(NC(=O)CSCC(=O)O)cc1OC | -1.68
COc1ccc(-c2cc(C(F)(F)F)nc(SCC(=O)N3CCCC3)n2)cc1 | 2.27
c1ccc(-c2csc(NCc3ccco3)n2)nc1 | -0.92
O=C1Nc2ccccc2C12OCCCO2 | -0.64
N#Cc1c2c(c(N3CCOCC3)n3c1nc1ccccc13)CCC2 | 0.14
CC12CCC(C(=O)Nc3ccccc3F)(CC1=O)C2(C)C (stereo not drawn) | 0.97
Cc1ccc(Nc2nc(N)nc(CSc3nccn3C)n2)c(C)c1 | 2.88
Cc1ccc(NC(=O)c2cccnc2Sc2cccc(C(F)(F)F)c2)cc1 | 0.01
Cn1c2ccccc2n2c(CCC(=O)O)c(-c3ccccc3)nc12 | -0.32
COC(=O)C1=CC(C(=O)c2ccc(Cl)cc2)=NN(c2ccccc2)C1C(=O)OC (stereo not drawn) | 2.65
CCOc1ccc2nc(SCC(=O)Nc3ncccn3)sc2c1 | 0.87
Clc1ccc(-n2ncnc2-c2ccccc2)cc1 | -0.28
CC1(C)CC(=O)C2=C(C1)Nc1ccccc1N(C(=O)c1ccccc1)C2c1cccc(F)c1 (stereo not drawn) | 2.23
O=C(O)/C=C/C(=O)NNC(=O)c1sc2ccccc2c1Cl | 0.76
N[C@H](C(=O)O)[C@H](Cc1ccccc1)C(=O)O | 0.4
N#Cc1c(-c2cccnc2)c2c([nH]c1=O)-c1ccccc1SC2 | 0.62
CC(=O)Oc1cccc(N2C(=O)C3C4c5ccccc5C(c5ccccc54)C3C2=O)c1 (stereo not drawn) | 0.12
c1ccc(-c2nc(Nc3ccc4c(c3)OCCO4)c3ccccc3n2)cc1 | 5.41*
CC[n+]1c(C)sc2cc(NC(C)=O)ccc21 | -0.11
O=C(Nc1ccc2ccccc2n1)c1ccc(Cl)cc1 | 1.22
CSc1sc(NC(=O)Nc2cccc(C(F)(F)F)c2)cc1S(=O)(=O)C(C)C | 3.32*

Remaining list, next part.
SMILES | Dicer processing
COC(=O)c1cnc(NN2C(=O)CCC2=O)nc1C(F)(F)F | -1.52
CCOC(=O)c1c(N)nc(SC)n1-c1ccc(C(C)C)cc1 | 1.95
COc1cc(S(=O)(=O)Nc2ccccn2)ccc1Br | -0.27
Cc1ccc(Oc2nc(Cl)nc(Oc3ccc(C)cc3)n2)cc1 | 1.11
COc1ccc2c(c1)N(C(=O)Nc1ccc(Cl)cc1)C(C)(C)C=C2C | -0.06
Cc1cc2c(NC(=O)Nc3ccc(C(F)(F)F)cc3)cccc2nn1 | -3.38
Cc1cc(SCC2=NNC(=O)C2)c(Cl)cc1Cl | -9.23
Cc1nn(CC(=O)O)cc1Br | 0.96
Cc1cc(C)c2c(-n3cccc3)c(C(=O)c3ccc(Cl)cc3)sc2n1 | -2.32
COC(=N)c1nccnc1SCc1ccc(F)cc1 | -1.21
Cc1ccc2c(N)c(C(=O)c3ccc(-c4ccccc4)cc3)sc2n1 | 3.25*
CN1CN=C(SCc2cccc(C#N)c2)NC1 | -1.75
COc1cc2nc(-c3ccc(N4C(=O)CCC4=O)cc3)oc(=O)c2cc1OC | 2.08
NC(=O)CN1C(=O)C(O)(CC(=O)c2ccc(F)cc2)c2ccccc21 (stereo not drawn) | -0.61
COc1ccc(NC(=O)CC(C)(C)CC(=O)O)cc1OC | -2.91
C=CCn1c(C(C)Oc2ccccc2-c2ccccc2)n[nH]c1=S (stereo not drawn) | 0.1
CCOc1ccc(C(C2=C(O)CC(C)(C)CC2=O)C2C(=O)CC(C)(C)CC2=O)cc1 (stereo not drawn) | 0.68
Cc1cc(C)c(C#N)c(SCC(O)c2cccc([N+](=O)[O-])c2)n1 (stereo not drawn) | -0.53
CSc1ccc(C2c3c(oc4ccc(F)cc4c3=O)C(=O)N2c2ccc(C)cn2)cc1 (stereo not drawn) | -0.95
C#CCSc1nc(C)cc(C)c1C#N | 2.04
Cc1ccc(S(=O)(=O)Nc2ccc(Cl)c3cccnc23)cc1 | 3.24*
CCOC(=O)Cc1nn(Cc2nc(C)c(C(C)=O)s2)c(=O)c2ccccc12 | 0.56
CC(C)NC(=O)c1c(NC(=O)c2cccs2)sc2c1CCCC2 | 0.47
CCOC(=O)N1CCc2c(sc3[nH]c(=S)[nH]c(=S)c23)C1 | -0.33
COC(=O)c1ccc(-c2cn3cccnc3n2)cc1 | -0.93
O=S(=O)(CCSc1cccs1)c1ccccc1 | 0.25
Clc1ccc2nc(-c3ccccc3)cn2c1 | 1.63
Cc1ccsc1C1CC(=O)Oc2c1c(=O)n(C)c1ccccc21 (stereo not drawn) | -1.28
Cc1c(Cl)cccc1NC(=S)NN(C)C | 1.54
N#CCCN(Cc1ccccc1)C(=S)Nc1ccc(S(=O)(=O)N2CCCCC2)cc1 | -0.82

Part of the list above in order of heavy-atom count, falling.
SMILES | Dicer processing
CSc1ccc(C2c3c(oc4ccc(F)cc4c3=O)C(=O)N2c2ccc(C)cn2)cc1 (stereo not drawn) | -0.95
CCOc1ccc(C(C2=C(O)CC(C)(C)CC2=O)C2C(=O)CC(C)(C)CC2=O)cc1 (stereo not drawn) | 0.68
Cc1c(Cl)cccc1NC(=S)NN(C)C | 1.54

Next part
SMILES | Dicer processing
CCCNC(=O)NNC(=O)Cn1nnc(N2CCOCC2)n1 | 11.9
O=C1C2CCCCC2C(=O)N1CC(=O)N1c2ccccc2Sc2ccccc21 (stereo not drawn) | 0.89
Cc1ccc(-n2c(-c3ccc(Cl)cc3)cn3c4c(=O)n(C)c(=O)n(C)c4nc23)cc1N | -2.2
O=C(Cn1c2ccccc2n2nc(-c3ccco3)nc12)c1cccs1 | -0.24
Cc1ccccc1S(=O)(=O)Nc1ccc2oc3c(c2c1)CCCC3 | 3.9*
N#C/C(=N\O)C(=O)c1ccc(Cl)cc1 | -1.62
N#C/C(=C(/O)c1ccco1)c1nc2ccccc2s1 | -1.33
NC(CCc1ccc(F)cc1)c1ccc2c(c1)OCCO2 (stereo not drawn) | -1.73
S=C(SCc1ncon1)N1CCCC1 | -0.61
CN(C)c1ncnc(Oc2cccc(C(F)(F)F)c2)c1[N+](=O)[O-] | -1.35
CC(C)n1c(NCc2ccccc2O)nc2ccccc21 | 0.13
CCn1nc(-c2cccs2)cc1C(=O)Nc1ccccc1 | -0.62
COc1ccc2c(c1)c(=O)oc1cc3occ(-c4ccc(C)cc4)c3cc12 | -1.04
Cn1c(=O)n(C)c2cc(S(=O)(=O)NCCO)ccc21 | 0.29
COC(=O)c1sccc1NC(=O)CC1C(=O)NCCN1C(=O)NS(=O)(=O)c1ccc(C)cc1 (stereo not drawn) | 0.94

By substructure, the entries above with bromine.
SMILES | Dicer processing
COc1ccc(CN2CCN(Cc3ccc(Br)cc3)CC2)c(OC)c1 | 0.24
COc1ccc(Cn2cnc([N+](=O)[O-])c2)cc1Br | -0.24
COc1cc(S(=O)(=O)Nc2ccccn2)ccc1Br | -0.27
Cc1nn(CC(=O)O)cc1Br | 0.96

New compounds follow:
SMILES | Dicer processing
COC(=O)c1c(C)sc2cc(C(C)(C)C)sc12 | -0.8
COC(=O)c1sc(-c2ccc(Cl)cc2)cc1N | 0.38
N#CNC(=Nc1ccccc1)Oc1ccccc1 | -0.23
CCOC(=O)c1sc(SC)c(-c2ccccc2)c1N | 11.5*
CC(C)(ONC(=O)Nc1ccccc1Cl)C(=O)O | -0.32
Cn1c(=O)c2c(nc(NCc3ccc4c(c3)OCO4)n2Cc2ccc(Br)cc2)n(C)c1=O | 1.21
Cc1nc(N2CCN(c3ccccc3F)CC2)nc2c1C(=O)CCC2 | -0.32
CCCCc1nc2ccccc2n2cc3c(=O)n(C)c(=O)n(C)c3c12 | -1.21
CCOC(=O)C(=O)N(CC(C)C)CC(C)C | 1.77
COc1cc(C2C3=C(CCCC3=O)NC3=C2C(=O)CCC3)ccc1OCc1cccc(F)c1 | 0.27
CCC1(C)Cc2c(C#N)c(N)n(-c3ccccc3)c(=S)c2CO1 (stereo not drawn) | -2.69
O=C(COC(=O)c1cc2ccccc2cc1OC(=O)c1ccc(Cl)cc1)c1ccccc1 | -0.71
O=C(c1cccs1)N1CCN(c2ccnc3cc(Cl)ccc23)CC1 | 0.52
CCCCC1=NC2(CCCC2)C(=O)N1Cc1ccc(-c2ccccc2-c2nn[nH]n2)cc1 | -1.14
COC(=O)c1sc(N2C(=O)c3oc4ccccc4c(=O)c3C2c2cccs2)nc1C (stereo not drawn) | -0.11

Part of the list above, reformatted:
SMILES: Cc1ccc(-n2c(-c3ccc(Cl)cc3)cn3c4c(=O)n(C)c(=O)n(C)c4nc23)cc1N
  Dicer processing: -2.2
SMILES: O=C(Cn1c2ccccc2n2nc(-c3ccco3)nc12)c1cccs1
  Dicer processing: -0.24
SMILES: Cc1ccccc1S(=O)(=O)Nc1ccc2oc3c(c2c1)CCCC3
  Dicer processing: 3.9*
SMILES: N#C/C(=N\O)C(=O)c1ccc(Cl)cc1
  Dicer processing: -1.62

The main list resumes, repeating the 3 entries before the break.
SMILES | Dicer processing
O=C(c1cccs1)N1CCN(c2ccnc3cc(Cl)ccc23)CC1 | 0.52
CCCCC1=NC2(CCCC2)C(=O)N1Cc1ccc(-c2ccccc2-c2nn[nH]n2)cc1 | -1.14
COC(=O)c1sc(N2C(=O)c3oc4ccccc4c(=O)c3C2c2cccs2)nc1C (stereo not drawn) | -0.11
Cc1nnc2n1N=C(c1ccc(Br)cc1)CS2 | -0.52
CCOC(=O)CSc1nn(-c2ccccc2)c(=S)s1 | 1.46
Cc1cc(C)nc(SCC(=O)c2ccc(O)c(O)c2)n1 | 3.15*
Cn1cnc(S(=O)(=O)Nc2ccc(C#N)cc2)c1 | -0.68
O=S(=O)(NCc1ccccc1)c1ccc(Cl)cc1 | 2.45
CC(C)(C)c1ccc(OCc2ccc(C(=O)O)o2)cc1 | 1.14
CC(NS(=O)(=O)c1ccc(N)cc1)C(=O)O (stereo not drawn) | -0.74
Cc1ccc(C2=NC(C(F)(F)F)(C(F)(F)F)N=C(N(C)C)O2)cc1 | 3.72*
O=C1CC(c2ccc(F)cc2)Cc2c1cnc1[nH]n(-c3ccccc3)c(=O)c21 (stereo not drawn) | 0.02
O=C(Nc1ccc(Oc2ncnc3cc(Cl)ccc23)nc1)c1ccc(F)cc1 | 0.61
Nc1cc(-c2cc(-c3ccccc3)c(C(F)(F)F)s2)[nH]n1 | 0.98
O=C(O)CP(=O)(O)O | -0.41
O=C(CSc1nc(O)cc(=O)[nH]1)N1c2ccccc2Sc2ccccc21 | -1.65
CO/N=C(\C(=O)N[C@@H]1C(=O)N2C(C(=O)OC(C)OC(C)=O)=C(COC(N)=O)CS[C@H]12)c1ccco1 (stereo partly drawn) | -0.74
